S1P2 ag: agonists of human S1P2 receptor; S1P2-expressing cell line, agonist reporter read-out; O95136; activation, % at 4.5 µM; 0.46% of 97,000 active; in the data active = activation above about 16%;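 note: 0% = vehicle low control and 100% = maximal reference agonist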
Target sequence (O95136 whole entry, looked up): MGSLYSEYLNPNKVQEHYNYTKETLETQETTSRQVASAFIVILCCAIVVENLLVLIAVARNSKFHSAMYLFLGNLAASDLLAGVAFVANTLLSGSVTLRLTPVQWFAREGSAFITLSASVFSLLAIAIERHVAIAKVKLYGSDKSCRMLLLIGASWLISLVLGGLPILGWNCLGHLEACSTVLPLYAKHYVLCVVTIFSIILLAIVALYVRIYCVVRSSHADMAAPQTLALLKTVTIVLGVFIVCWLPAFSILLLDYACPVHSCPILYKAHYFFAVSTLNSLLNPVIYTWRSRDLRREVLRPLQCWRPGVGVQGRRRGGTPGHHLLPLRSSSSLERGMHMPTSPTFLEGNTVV
CYP2C19 activ: cytochrome P450 2C19 (human) activation; P33261; recombinant CYP2C19, luciferin-H EGE luminescence; stronger effect = higher value; 0 = fully inhibited enzyme, 1 = untreated enzyme; 96,000 tested, under 10 active; activation factor at 5 µM;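 active = activation factor of at least 2 at 5 µM in the primary screen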;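 note: 0 = wells with 2.5 mM tranylcypromine and 1 = vehicle-only wells; values of inactives mirror those of a sister screen read the other way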
sEH activator: increases human soluble epoxide hydrolase activity | activation, % at 2 µM | AID 717 | P34913 | purified human sEH enzymatic activity, activator screen | 0.04% of 91,000 active; in the data active = activation above about 37%; note: values of inactives mirror those of a sister screen read the other way
PostGolgi yeast: growth inhibition of a yeast mutant, post-Golgi transport screen | post-Golgi transport phenotypic cell assay | inhibition, % at 10 µM | 0.9% of 98,000 active | AID 739;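 note: yeast cells grown in 1536-well plates; yeast grown about 18 h at 30C before absorbance read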
CYP2C19 inhib: blocks human cytochrome P450 2C19 | P33261 | CYP2C19 Supersomes, luciferin-H EGE luminescence, 30 min | inhibition, % at 5 µM | 21% of 96,000 active | AID 778;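 active = CYP2C19 inhibition above a set limit at 5 µM in the primary screen, cut at about 50% in these data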;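 note: plate controls were negative control wells for no effect and 2.5 mM tranylcypromine positive control for full effect; values of inactives mirror those of a sister screen read the other way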
DAT uptake mod: human DAT dopamine uptake with cocaine, either direction | Q01959 | LLC-PK1 hDAT cells, [14C]-dopamine uptake with cocaine IC80; actives deviate in either direction | B-score at 10 µM | 1.3% of 110,000 active | AID 449768;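 active = Z score or B-score, a plate-position-corrected score, falls beyond the plate's 99.7% confidence bounds, in either direction; inactive = both scores lie inside the 99.7% bounds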;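 note: scored against the spread of the other compound wells on the same plate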
Target sequence (Q01959 whole entry, looked up): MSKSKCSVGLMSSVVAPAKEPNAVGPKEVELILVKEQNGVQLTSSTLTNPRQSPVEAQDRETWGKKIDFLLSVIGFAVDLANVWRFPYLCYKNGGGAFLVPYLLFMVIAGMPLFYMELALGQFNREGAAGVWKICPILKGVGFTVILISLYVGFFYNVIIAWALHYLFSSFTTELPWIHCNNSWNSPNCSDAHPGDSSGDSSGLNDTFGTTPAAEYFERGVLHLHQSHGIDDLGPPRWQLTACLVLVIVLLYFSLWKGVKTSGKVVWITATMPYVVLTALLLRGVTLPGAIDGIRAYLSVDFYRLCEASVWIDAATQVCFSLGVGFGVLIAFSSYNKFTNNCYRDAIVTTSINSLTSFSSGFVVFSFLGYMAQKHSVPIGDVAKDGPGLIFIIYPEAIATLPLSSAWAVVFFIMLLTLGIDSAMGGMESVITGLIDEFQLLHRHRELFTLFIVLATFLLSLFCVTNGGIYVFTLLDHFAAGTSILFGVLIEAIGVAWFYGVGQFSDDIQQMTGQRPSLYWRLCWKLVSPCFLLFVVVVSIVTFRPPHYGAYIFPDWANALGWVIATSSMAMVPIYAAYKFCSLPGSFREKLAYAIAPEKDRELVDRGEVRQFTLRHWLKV
S1P2 blocker: S1P2 (human) receptor antagonism; 0.21% of 97,000 active; O95136; inhibition, % at 5 µM; cell-based S1P2 antagonist assay, inhibition at 5 uM; in the data active = inhibition above about 45%;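 note: CRE beta-lactamase reporter cells expressing human S1P2 stimulated with S1P; 0% = agonist at EC80 alone and 100% = agonist plus reference antagonist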
sEH inhibitor: soluble epoxide hydrolase (human) inhibition | P34913 | recombinant human sEH enzymatic activity assay | inhibition, % at 2 µM | 0.34% of 91,000 active | AID 707; in the data active = inhibition above about 80%; note: values of inactives mirror those of a sister screen read the other way; many of its hits are not listed in these tables
PostGolgi ctrl: yeast control strain growth, post-Golgi counter-screen. efflux-deficient yeast background strain, growth absorbance A615, 16 h. inhibition, % at 10 µM. 5% of 98,000 active
Active calls of the source: *; x = not tested or not shown. Cut-off read from the data, not from the text of the source, unless noted: active = inhibition above about 30%; inactive = the rest.

SMILES | S1P2 ag | CYP2C19 activ | sEH activator | PostGolgi yeast | CYP2C19 inhib | DAT uptake mod | S1P2 blocker | sEH inhibitor | PostGolgi ctrl
O=C(CCC(=O)N(CC(=O)NC1CCCCC1)Cc1ccco1)Nc1nccs1 | -3 | 0.9 | 11 | 6 | 13 | -0.25 | 15 | -14 | 7
O=C(O)/C=C/C(=O)Nc1ccccc1C(=O)Nc1ccccc1 | -2 | 1.5 | 7 | -4 | -48 | -0.012 | -12 | -12 | 7
O=C(CSc1nnc(Cc2cccs2)n1C1CCCCC1)N1CCN(C(=O)c2ccco2)CC1 | -4 | 0.9 | -10 | -2 | 13 | 0.87 | 20 | 10 | 6
COc1ccc(C(=O)COC(=O)c2ccc(OC)c(OC)c2)cc1OC | x | 0.7 | x | 16 | 31 | -0.062 | x | x | 15
Cc1cc(-c2cccc([N+](=O)[O-])c2)nc2ccc3ccccc3c12 | -4 | 1.1 | -6 | 11 | -9 | -0.82 | 8 | 7 | 5
COc1ccc(Oc2nc(-c3ccccc3)ncc2S(=O)(=O)c2ccccc2)cc1 | -1 | 0.9 | -13 | -4 | 7 | -1.3 | 10 | 15 | 14
CC(=O)N1CCCc2cc(S(=O)(=O)N3CCN(c4ccccn4)CC3)ccc21 | x | 0.8 | x | 0 | 16 | -0.46 | x | x | 8
O=C(NCc1ccc2c(c1)OCO2)C1CCCN(S(=O)(=O)c2cccc3cccnc23)C1 (centres undefined) | -7 | 0.7 | -54 | -11 | 30 | 0.59 | 28 | 54 | -2
COc1cccc(-c2nc(CS(=O)(=O)CC(=O)NCc3ccccc3OC)c(C)o2)c1 | -5 | x | 18 | 0 | x | 0.18 | 20 | -18 | 2
Cn1ncc(C#N)c1/N=C/N(Cc1ccccc1)Cc1ccccc1 | -4 | 0 | 10 | 2 | 95* | 1.2 | -32 | -10 | 35*
CCCCCOc1ccc(Cl)cc1CN1CCOCC1 | -1 | 0.1 | 10 | 58* | 90* | 0.5 | -26 | -8 | 26
O=C(O)c1nn(-c2ccccc2)nc1-c1nn(-c2ccccc2)nc1C(=O)O | -5 | 0.9 | -4 | 3 | 11 | -1.1 | -1 | 4 | 4
CCOC(=O)c1cc2c(N)c(C(=O)c3cc(C#N)c(SC)nc3C)sc2nc1C | -5 | 1 | 24 | 3 | -3 | 0.85 | 31 | -25 | 11
CCCCCCNC(=O)CC(c1ccccc1)c1cc(Br)ccc1O (centres undefined) | -3 | x | -3 | x | x | 0.75 | 15 | 5 | x
Cc1ccc2c(c1)NC(=O)C(CC(=O)NCCN(CC(C)C)CC(C)C)O2 (centres undefined) | -9 | 1 | -3 | -6 | 4 | 0.69 | 18 | 2 | 2
CC(C)c1ccc(C(=O)N/N=C/c2cccc(Cl)c2Cl)cc1 | -9 | 1 | 1 | 21 | 2 | 0.06 | -5 | 0 | 26
O=C(Cc1cccc2ccccc12)N1CCCc2ccccc21 | -6 | 0.6 | 0 | 1 | 43 | 0.44 | 15 | 4 | 13
CC1CN(Cc2nc3c(c(=O)[nH]c(=O)n3C)n2CC(N)=O)CC(C)O1 (centres undefined) | -2 | 1.2 | -2 | -7 | -16 | 0.54 | 15 | 4 | 12
COc1ccc(C(=O)C[n+]2ccc3c(c2)nc(-c2cc(OC)c(OC)cc2OC)n3C)cc1 | -10 | 1 | 7 | -4 | 1 | -0.37 | -7 | -3 | -2
CC(C)[C@H](NC(=O)NCc1cccs1)C(=O)O | -7 | 1 | x | 0 | -1 | -0.27 | 20 | x | -8
O=C(NNS(=O)(=O)c1ccc(Cl)cc1)NC1CCCCC1 | -1 | 1 | -4 | 1 | -2 | 0.035 | -16 | 4 | 11
CCOc1ccc(CCNC(=O)c2cccc(N3CCCC3=O)c2)cc1OCC | -4 | 0.8 | 27 | 5 | 25 | 1.8 | -14 | -28 | 15
Cc1nc(-c2coc3cc(OCC(=O)O)ccc3c2=O)cs1 | -4 | 0.5 | x | 5 | 47 | -1.5 | -6 | x | 7
O=C(CSc1nc2ccccc2c(=O)n1Cc1ccccc1)NCc1ccco1 | -1 | 0.9 | 4 | 1 | 9 | 0.016 | 28 | -3 | 5
C1=C(c2ccccc2)CCN(c2nc3ccccc3n3cnnc23)C1 | 2 | 0.7 | x | 5 | 34 | 0.49 | -17 | x | 10
Going on with the list:
SMILES | S1P2 ag | CYP2C19 activ | sEH activator | PostGolgi yeast | CYP2C19 inhib | DAT uptake mod | S1P2 blocker | sEH inhibitor | PostGolgi ctrl
NS(=O)(=O)c1ccc(NC(=O)CSc2nnc(Cc3cccs3)n2-c2ccccc2)cc1 | -4 | 1.1 | 8 | -8 | -13 | -0.031 | 14 | -9 | 34*
Clc1ccc(OCCn2ccnc2)c(Cl)c1 | -4 | 0 | -4 | -4 | 95* | -1.5 | -22 | 9 | 1
COCC(=O)N(Cc1cc2cc(OC)ccc2[nH]c1=O)c1ccccc1 | -2 | 0.9 | 22 | 3 | 8 | 0.66 | -13 | -25 | -3
CCOc1ccc(NC(=O)N(CC(C)C)CC(C)C)cc1 | -6 | 0.9 | 18 | 5 | 12 | -0.037 | -10 | -18 | 0
N=c1nc(N)nc2n1NC(c1ccc(F)cc1)=CS2 | -9 | 0.9 | -2 | 99* | 13 | 1.7 | -5 | 5 | -10
CCOC(=O)N1CCC(N2C(=O)c3ccccc3C2Nc2ccc3c(c2)OCCO3)CC1 (centres undefined) | -3 | 0.7 | x | -8 | 33 | -0.57 | 27 | x | 14
O=C(CN1CCC(n2nnc3cc(F)ccc32)CC1)Nc1ccc2c(c1)CCC2 | -3 | 0.6 | -10 | -3 | 44 | 0.93 | 16 | 8 | 3
CCn1c(SCC(=O)N2CCCc3ccccc32)nnc1-c1cccs1 | -5 | 0.8 | -7 | -9 | 20 | 1.2 | -4 | 10 | -10
C=CCn1c(=O)/c(=C/c2ccc(O)cc2)s/c1=C(/C#N)c1nnc2n1CCCCC2 | -5 | 0.7 | -1 | -6 | 32 | -0.41 | 5 | 4 | 5
COc1ccc(C(=O)NN2C(=O)C3C4C=CC(O4)C3C2=O)cc1 (centres undefined) | -8 | 0.9 | 19 | 1 | 6 | 0.55 | -23 | -16 | 1
CC(C)CC(c1nnnn1CC1CCCO1)N1CCN(c2nc3ccccc3s2)CC1 (centres undefined) | x | 0.7 | x | -8 | 28 | 0.52 | x | x | 13
CCOC(=O)c1sc(N(C)C)nc1-c1ccccc1 | -4 | x | 3 | x | x | -0.31 | -22 | 0 | x
CC1(C)CC(CC(=O)NC(=S)Nc2ccc([N+](=O)[O-])cc2)C(=O)O1 (centres undefined) | -8 | 0.9 | 10 | -3 | 11 | 0.11 | 13 | -6 | 7
COc1ccccc1C(=O)Nc1cc(Cl)ccc1O | x | 0.9 | x | -4 | 7 | -0.46 | x | x | -3
COc1ccc(Cc2nnc(SCC(=O)c3ccc(OC)cc3)o2)cc1 | -1 | 0.7 | 0 | 20 | 35 | -0.39 | 0 | -6 | 15
O=C(O)CCN1CCc2ccccc21 | -3 | 1.1 | 6 | 16 | -6 | -1.1 | 0 | -6 | -2
CCOC(=O)c1cnn(-c2ccccc2)c1NC(=O)c1ccccc1 | x | 0.9 | x | 3 | 9 | -0.74 | x | x | 2
Cc1ccc(Cl)cc1NC(=O)CCC(=O)Nc1cc(Cl)ccc1C | -5 | 1.2 | 19 | 0 | -23 | 0.013 | 2 | -24 | 1
COc1ccc(NC(=O)CCS(=O)(=O)c2ccc(OC)cc2)cc1 | -3 | 0.7 | 9 | 9 | 27 | 0.13 | 23 | -6 | 2
CCn1ncc(CNC(=O)CCSc2nc(-c3ccco3)cc(C(F)(F)F)n2)c1C | -3 | x | -46 | x | x | 1.3 | 3 | 49 | x
c1ccc2c(N3CCCCC3)nnc(N3CCCCC3)c2c1 | -4 | 0.9 | -1 | -3 | 8 | 0.017 | -15 | 3 | 14
O=C(NCCNCc1ccc(F)cc1)c1ccco1 | 0 | 1 | 6 | 0 | 1 | 0.07 | 6 | -5 | 23
Cc1ccc(-n2ncc3c(=O)n(CC(=O)NC4CCCCC4)cnc32)cc1C | -5 | 1 | -15 | x | -1 | -1.9 | -77 | 15 | x
Cc1cc(C)cc(-n2nnc(C(=O)NCc3ccccc3)c2N)c1 | -1 | 1 | -5 | 4 | -5 | -0.8 | 9 | 5 | 8
CCOc1ccc(-c2nnc(-c3ccccc3)o2)cc1 | -3 | x | -6 | x | x | -0.44 | -9 | 11 | x
Carrying on.
SMILES | S1P2 ag | CYP2C19 activ | sEH activator | PostGolgi yeast | CYP2C19 inhib | DAT uptake mod | S1P2 blocker | sEH inhibitor | PostGolgi ctrl
O=C(NCc1ccco1)C(c1ccc(F)cc1)N(CC1CCCO1)C(=O)Cn1nnc2ccccc21 (centres undefined) | -3 | 0.7 | 2 | -7 | 33 | -0.03 | 3 | -2 | -10
COc1ccc(OCc2cccc(C(=O)Nc3cc(C)on3)c2)cc1 | 2 | x | -4 | x | x | -1.1 | -10 | 9 | x
O=C(O)c1ccccc1C(=O)Nc1ccccn1 | -4 | 1 | -1 | -4 | -1 | -0.44 | 21 | 3 | 13
O=C(/C=C/Nc1ccccc1)c1ccc(Oc2ncccn2)cc1 | -3 | x | 0 | 2 | x | 0.59 | -1 | 0 | -3
COc1ccccc1C(=O)CSc1n[nH]c(N)n1 | -8 | 0.9 | -6 | 9 | 8 | -1 | 5 | 9 | 6
CCN(C(C)=O)c1nc(CSc2nnc(NC(C)C)s2)cs1 | -4 | 0.6 | 16 | 5 | 39 | 0.46 | -5 | -18 | -5
COC(=O)c1ccc(NC(=O)CSCc2ccccc2C)cc1 | -5 | 0.1 | -19 | 1 | 94* | -0.28 | 14 | 20 | 4
COc1ccc(-c2noc(CCCOc3ccc(Cl)cc3Cl)n2)cc1 | -11 | 1 | 7 | -7 | 2 | -0.21 | -10 | -4 | -1
Cn1cccc1C1NC(=O)c2c(sc3c2CCC(C(C)(C)C)C3)N1 (centres undefined) | -4 | 1 | 1 | -12 | 0 | -0.08 | 1 | -3 | 4
CCOC(=O)COc1nc(Nc2ccccc2C)nc(N(C)C)n1 | x | 0.6 | x | -4 | 35 | 0.54 | x | x | 2
CCCCN(C)CCNC(=O)Cn1c(=O)sc2ccccc21 | x | 1.1 | 9 | -5 | -7 | 0.038 | x | -5 | 1
CCOC(=O)c1cc2sccc2n1CC(=O)Nc1ccc2c(c1)OCCO2 | -2 | 1.1 | 21 | 0 | -6 | -0.13 | -2 | -17 | 0
COc1ccc(C=O)cc1COc1ccc(Cl)cc1[N+](=O)[O-] | -3 | 0.9 | 10 | -3 | 14 | 0.81 | -4 | -12 | 1

An unsorted share of the library. Share with any hit: about 24%.
